Screening data: PubChem, Sanford-Burnham Center for Chemical Genomics
APOBEC3A inh: inhibitors of human APOBEC3A DNA deaminase. recombinant A3A, FAM/TAMRA ssDNA deamination fluorescence. AID 493011. 330,000 tested, 0.41% active. P31941. inhibition, % at 20 µM;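 active = at least 40% inhibition at 20 µM here, with at most 30% in a related deaminase screen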;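 also: plate controls were A3A with DMSO for no effect and wells lacking A3A enzyme for full effect; some results filed as inactive read as strong as hits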
Target sequence (P31941 whole entry, looked up): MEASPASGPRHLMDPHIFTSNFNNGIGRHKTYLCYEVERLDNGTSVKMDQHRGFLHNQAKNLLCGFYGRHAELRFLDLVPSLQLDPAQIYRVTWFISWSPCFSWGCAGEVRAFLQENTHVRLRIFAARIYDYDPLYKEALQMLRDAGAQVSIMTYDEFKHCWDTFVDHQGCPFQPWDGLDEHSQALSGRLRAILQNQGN
MPTP inh: blocks calcium-induced mitochondrial swelling; isolated mouse mitochondria, Ca2+ swelling absorbance, 30 min; inhibition, % at 10 µM; 360,000 tested, 1.4% active;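 active = inhibition of 50% or more, scaled per plate between neutral and stimulator controls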;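 also: 0% = DMSO wells given calcium and 100% = 1 mM EGTA wells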
NR3A LBD binder: NR3A (human) ligand-binding domain modulation | NR3A LBD differential scanning fluorimetry, Tm shift; 0% = protein alone, 100% = glycine-bound protein | Tm shift relative to glycine control, % at 25 µM | 340,000 tested, 2.5% active | AID 1259313;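 active = melting temperature shift of at least 10% of the positive control shift, at one fixed dose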
Gli-Sufu block: antagonists of Gli-Sufu signaling | 340,000 tested, 0.74% active | Sufu-KO-LIGHT fibroblasts, Gli luciferase reporter luminescence | inhibition, % at 5 µM;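 active = inhibition above about 55%, limit read from the data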;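 also: 0% = DMSO-treated cells and 100% = wells with medium but no cells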
CXCR6 inh: inhibitors of human CXCR6 receptor; CHO-K1 PathHunter CXCR6 beta-arrestin, luminescence; inhibition, % at 20 µM; 360,000 tested, 0.36% active; AID 602244; in the data active = inhibition above about 34%, passing the limit was not always enough;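 also: antagonist mode with CXCL16 agonist at 10 nM final; 0% = 10 nM CXCL16 with DMSO and 100% = unstimulated wells without agonist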
Target sequence (O00574 whole entry, looked up): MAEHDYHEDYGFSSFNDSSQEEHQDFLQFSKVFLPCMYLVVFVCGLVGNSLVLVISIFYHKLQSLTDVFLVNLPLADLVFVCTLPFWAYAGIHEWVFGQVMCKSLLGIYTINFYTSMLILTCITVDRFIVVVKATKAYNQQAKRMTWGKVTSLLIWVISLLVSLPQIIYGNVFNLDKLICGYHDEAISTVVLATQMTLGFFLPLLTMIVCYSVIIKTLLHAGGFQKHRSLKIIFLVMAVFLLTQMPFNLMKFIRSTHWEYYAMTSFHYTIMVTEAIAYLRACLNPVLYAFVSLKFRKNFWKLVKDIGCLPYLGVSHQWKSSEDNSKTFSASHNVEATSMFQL
EBI2 antag: EBI2 (human) antagonism | AID 651636 | P32249 | EBI2 beta-arrestin recruitment, luminescence, 7a,25-OHC stimulated | 360,000 tested, 0.81% active | inhibition, % at 5 µM; in the data active = inhibition above about 38%;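 also: enzyme fragment complementation signal reports receptor beta-arrestin coupling in cells; 0% = agonist plus DMSO wells and 100% = wells without agonist; some results beyond the cut were filed as inactive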
A3G deaminase: inhibitors of human APOBEC3G DNA deaminase; inhibition, % at 20 µM; 330,000 tested, 0.28% active; AID 493012; Q9HC16; recombinant A3G, ssDNA deamination FAM/TAMRA fluorescence;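 active = inhibition of at least 40% at 20 µM, with no more than 30% in the related APOBEC3A deaminase screen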;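 also: plate controls were DMSO wells with A3G for no effect and wells lacking A3G enzyme for full effect; some compounds called inactive have numbers as strong as hits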
Target sequence (Q9HC16 whole entry, looked up): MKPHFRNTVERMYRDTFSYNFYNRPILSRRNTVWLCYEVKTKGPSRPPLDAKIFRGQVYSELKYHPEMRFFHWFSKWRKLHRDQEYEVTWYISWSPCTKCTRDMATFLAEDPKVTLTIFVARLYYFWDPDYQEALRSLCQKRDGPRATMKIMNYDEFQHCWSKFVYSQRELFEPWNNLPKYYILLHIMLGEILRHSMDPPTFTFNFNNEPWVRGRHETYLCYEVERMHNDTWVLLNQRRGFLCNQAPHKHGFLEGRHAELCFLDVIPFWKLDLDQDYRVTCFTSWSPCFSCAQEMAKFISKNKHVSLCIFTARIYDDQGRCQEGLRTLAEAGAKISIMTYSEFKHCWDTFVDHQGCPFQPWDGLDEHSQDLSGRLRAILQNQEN
CCR6 antagonist: blocks CCL20-driven beta-arrestin recruitment at human CCR6. P51684. AID 493098. 340,000 tested, 0.49% active. CHO-K1 CCR6 PathHunter beta-arrestin, luminescence, CCL20-stimulated. inhibition, % at 20 µM;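 active = compounds whose inhibition of the agonist-driven luminescence signal at 20 µM reaches about 50%, limit read from the data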;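 also: cells stimulated with CCL20 at 14 nM final; plate controls were DMSO with CCL20 for no effect and DMSO without agonist for full effect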
* = called active by the depositor; . = no result given.

SMILES | APOBEC3A inh | MPTP inh | NR3A LBD binder | Gli-Sufu block | CXCR6 inh | EBI2 antag | A3G deaminase | CCR6 antagonist
COc1ccnc(Oc2ccc(F)cc2)c1C#N | -1 | -0.6 | 0 | -11 | 11 | 0 | -2 | -11
COc1cc(/C=N/n2cnnc2)ccc1OC(=O)c1ccncc1 | 19 | -1.0 | 0 | 7 | -8 | -12 | -1 | 2
Clc1ccc(Cn2cc(/C=N/n3cnnc3)c3ccccc32)cc1 | -1 | -6.7 | -33 | -1 | -9 | -2 | -5 | -9
Cc1ccc(C(c2nnnn2C2CCCC2)N2CCN3CCCC3C2)cc1 (centres undefined) | 2 | 1.7 | 1 | 4 | 0 | -2 | 3 | 11
CC(=O)Nc1ccc(Oc2cc(C#N)c(C#N)cc2N2CCCCCC2)cc1 | 2 | -2.6 | -10 | 24 | -3 | 15 | -2 | 14
CCOC(=O)N1CC(C)N(C(=S)Nc2ccccc2)CC1C (centres undefined) | . | -0.7 | 0 | -3 | 4 | 1 | . | 13
CCC(=O)Nc1nc(C)c(C(=O)Nc2cccc(Cl)c2)s1 | 2 | 0.2 | 0 | 2 | -6 | -9 | -1 | 6
CCOc1ccc(CCNC(=O)COn2nnc3ccc(S(=O)(=O)N4CCOCC4)cc32)cc1OCC | -3 | 1.5 | 1 | 7 | -12 | -2 | -9 | -3
O=S1(=O)CCC(NCC2CCCO2)C1 (centres undefined) | 2 | -1.2 | 0 | 6 | 1 | -2 | -3 | 11
Cc1cc(C(C)(C)C)ccc1OCCn1ccnc1 | -5 | 2.0 | -3 | 55* | 2 | -3 | -10 | 11
COC(=O)COc1ccc(S(=O)(=O)N2CCN(c3ccc(OC)cc3)CC2)cc1 | 0 | -0.3 | -2 | 10 | 4 | -14 | -2 | 0
O=C(CN1C(=O)NC2(CCCCCCC2)C1=O)NCc1ccccc1 | 5 | -1.5 | 1 | -1 | 0 | -4 | -2 | 4
COc1ccc(-c2cc3nc4c(c(N5CCC6(CC5)OCCO6)n3n2)CCC4)cc1 | 1 | 1.2 | 1 | 5 | 8 | 23 | 2 | 6
COc1ccc(C2/C(=C(/O)c3ccc4c(c3)CC(C)O4)C(=O)C(=O)N2CCN2CCOCC2)cc1OC (centres undefined) | -5 | 0.0 | 2 | -8 | 0 | -1 | -8 | -6
CCOC(=O)CNC(=O)Cn1cnc2c(nnn2-c2ccc(F)cc2)c1=O | 2 | -0.8 | 0 | -4 | 1 | -14 | -2 | 3
O=C(N[C@H](Cc1ccc(Cl)cc1)C(=O)O)OCC1c2ccccc2-c2ccccc21 | -8 | 1.3 | -13 | 13 | -2 | 4 | -13 | 12
O=C(Nc1cccc2cccnc12)c1cccc(N2C(=O)CCC2=O)c1 | -17 | -0.7 | 3 | -2 | -4 | -8 | -6 | 13
CCOc1ccccc1N(C(=O)c1ccco1)C(C(=O)NC1CCCC1)c1cccnc1 (centres undefined) | 2 | 0.2 | 0 | 0 | 0 | -1 | 1 | -7
Cc1cccc(-c2noc(CCCC(=O)Nc3ccc(C(N)=O)cc3)n2)c1 | 7 | -1.2 | 3 | 2 | 1 | 3 | -8 | 0
CSc1cccc(NC(=O)CCC(=O)O)c1 | 1 | -20 | 0 | -3 | 6 | -15 | -1 | -7
C=CCNC(=S)NNc1nc2sc3c(c2c(=O)[nH]1)CC(C)(C)OC3 | -1 | -0.2 | -2 | 3 | -1 | -1 | -3 | -1
CCNC(=S)N/N=C/c1ccc(OCC(=O)Nc2ccc(OC)cc2)c(OC)c1 | -3 | 1.0 | -5 | -3 | -1 | -18 | -5 | -9
Cc1ccc(C)c(N2CCN(CC(=O)Nc3ccc4[nH]c(=O)[nH]c4c3)CC2)c1 | -3 | -0.7 | -2 | 3 | -8 | 4 | 1 | 3
CCOC(=O)C1=C(CSc2nc3c(cc2C#N)CN(C)CC3)OC(N)=C(C#N)C1c1ccc(F)cc1 (centres undefined) | 1 | -2.5 | -2 | 2 | -9 | 0 | 2 | 25
Cc1ccc(COC(=O)c2nn(-c3ccccc3)nc2N)cc1 | 3 | 0.4 | -11 | -13 | -5 | 3 | -2 | 5
(list continues)
SMILES | APOBEC3A inh | MPTP inh | NR3A LBD binder | Gli-Sufu block | CXCR6 inh | EBI2 antag | A3G deaminase | CCR6 antagonist
Cc1ccc(C(=O)N/C(=C\c2cccnc2)c2nc3ccccc3[nH]2)cc1 | 1 | -0.2 | -13 | 9 | 8 | -8 | -7 | -12
CC(C)CNS(=O)(=O)c1ccc(CCC(=O)O)cc1 | 0 | -0.5 | 0 | -6 | 1 | 1 | -7 | 11
CC(C)NC(=O)NC(=O)CN1c2cccc3cccc(c23)S1(=O)=O | -3 | -0.3 | 1 | 14 | -2 | 7 | -8 | -4
O=C(OC(C(=O)NC1CCCCC1)c1ccccc1)c1ccco1 (centres undefined) | 1 | -0.5 | 2 | 0 | -4 | -15 | -9 | -6
Cc1ccc(NCC(=O)N=Nc2c(O)n(C)c3ccccc23)cc1 | -1 | -1.2 | 2 | -29 | 3 | 10 | -6 | 15
CCOc1ccc(C(=O)NCC2CCN(CC3CCCCC3)CC2)cc1 | -6 | -0.9 | 1 | -12 | 2 | 7 | -6 | 18
CN(C)c1ccc(CN2CCCCC2)cc1 | 2 | 3.1 | 5 | 18 | 4 | -5 | -2 | 2
COc1ccc(OCC(=O)NNC(=O)c2nn(C)c(=O)c3ccccc23)cc1 | -2 | -0.4 | -2 | 6 | -5 | 5 | -4 | -4
CN(C)C(=O)CN1C(=O)C2CCCCN2C(=O)c2ccccc21 (centres undefined) | -4 | 1.4 | -6 | -16 | -4 | 9 | -2 | 9
N#Cc1ccccc1OCC(=O)Nc1ccc(N2CCOCC2)cc1N1CCOCC1 | 0 | -2.1 | 0 | 2 | -6 | 5 | -2 | 3
CCC(C)c1cc(S(=O)(=O)N2CCOCC2)ccc1OC (centres undefined) | -2 | -0.8 | 0 | 7 | -23 | -15 | 6 | 14
C=CCNC(=O)N1C2=NC(C(=O)OC)=C(C(=O)OC)[C@@H]3N(Cc4ccccc4)c4ccccc4[C@]23C[C@H]1C(=O)OC | -2 | 0.0 | 2 | -10 | -14 | -12 | -4 | -6
C=COCCNC(=S)N1CCOCCOCCN(C(=S)NCCOC=C)CCOCCOCC1 | -7 | -0.1 | 3 | 1 | 4 | 4 | -13 | 15
CN(CC(=O)Nc1ccc(Cl)cc1F)C1CCS(=O)(=O)C1 (centres undefined) | -2 | -1.5 | 3 | -3 | -10 | -4 | -9 | -3
CCS(=O)(=O)c1ccc2oc(Nc3ccc(C(C)(C)C)cc3)nc2c1 | 2 | 10 | -3 | 0 | -5 | -14 | -4 | 11
CC(C)CN(C(=O)CN1CCN(c2ccc(O)cc2)CC1)c1c(N)n(CC(C)C)c(=O)[nH]c1=O | -1 | -0.7 | 0 | -6 | -4 | -11 | 21 | 8
CCN(CC)S(=O)(=O)c1ccc(OCC(=O)NC(=O)c2ccccc2OC)c([N+](=O)[O-])c1 | 3 | 2.3 | 3 | -3 | -2 | -4 | -2 | -14
Cc1cccc(NC2=Nc3ccccc3N3C2=Nc2c(c(C)nn2-c2ccccc2)C3c2ccc(O)c(O)c2)c1 (centres undefined) | -3 | 3.0 | 22* | 4 | 9 | 0 | -5 | -20
C[C@H](NC(=O)N1CCn2c1nc1ccccc12)C(=O)NCc1ccccc1 | 1 | 0.4 | -1 | -4 | 0 | -5 | -3 | 7
Cc1ccc(OCC(=O)Nn2cnnc2)c(Br)c1 | -2 | -0.8 | 1 | 1 | 3 | -2 | 4 | 2
CC(C)CCNc1nnnc2c1sc1nc(N3CCOCC3)c3c(c12)CC(C)(C)SC3 | 1 | -0.7 | -2 | 18 | 10 | 52* | 2 | 1
CCOc1ccc(C(=O)NCCCN(CC)CC)cc1 | -6 | -0.7 | 0 | 28 | 7 | 3 | -7 | -9
CCOC(=O)c1nnn(CC(=O)N2N=C(c3cc(C)ccc3C)CC2c2ccc(OC)cc2)c1C(=O)OCC (centres undefined) | -2 | 0.9 | -2 | 41 | 0 | 12 | -8 | 15
Cc1ccc(S(=O)(=O)N2CCN(Cc3ccccn3)CC2)cc1 | -3 | 0.8 | -1 | -12 | 2 | -6 | -4 | 6
O=C(CCSCc1ccccc1F)NCc1ccc(F)cc1 | -2 | -0.7 | 2 | -5 | -12 | -7 | -1 | 13

Looked up above:
Under MPTP inh, CCOC(=O)N1CC(C)N(C(=S)Nc2ccccc2)CC1C (centres undefined) reads -0.7
Under A3G deaminase, N#Cc1ccccc1OCC(=O)Nc1ccc(N2CCOCC2)cc1N1CCOCC1 reads -2

3 of the entries above in order of the A3G deaminase value, high to low:
compound | A3G deaminase
Cc1ccc(OCC(=O)Nn2cnnc2)c(Br)c1 | 4
CN(C)c1ccc(CN2CCCCC2)cc1 | -2
CCOc1ccc(C(=O)NCC2CCN(CC3CCCCC3)CC2)cc1 | -6

The list goes on:
SMILES | APOBEC3A inh | MPTP inh | NR3A LBD binder | Gli-Sufu block | CXCR6 inh | EBI2 antag | A3G deaminase | CCR6 antagonist
N#CCC(=O)Nc1ccc(C(=O)OCC(=O)Nc2cccc(C(F)(F)F)c2)cc1 | -1 | 1.0 | 8 | -6 | 3 | 4 | -2 | 12
COc1cc(NC(=O)Cn2cnc3sc(C)c(S(=O)(=O)N4CCOCC4)c3c2=O)cc(OC)c1OC | 2 | -0.1 | -5 | -11 | -3 | 1 | 7 | -5
Cc1cccc(N2CCN(S(=O)(=O)c3c(C)[nH]c(=O)[nH]c3=O)CC2)c1C | 2 | -0.2 | -4 | 5 | -3 | -6 | 5 | 5
O=C(NC(=S)Nc1cccc(Cl)c1Cl)C1CC1 | -4 | 1.2 | 3 | -25 | -2 | 1 | -5 | 13
Cc1ccc(-c2nc(S(=O)(=O)c3ccc(C)cc3)c(N(C)C)o2)cc1 | -3 | 1.4 | -4 | 4 | 4 | 4 | -8 | 1
COc1ccc(OC)c(CN2CCC(CO)(CCOc3ccccc3)CC2)c1 | 2 | -0.6 | -2 | -1 | 4 | -2 | -13 | 2
O=C(OC(C(=O)NC1CCCCC1)c1ccccn1)c1cccs1 (centres undefined) | -1 | -0.5 | 1 | -4 | -1 | 5 | -3 | 15
C=CCc1ccccc1OCC(O)CN(CC)CC (centres undefined) | 0 | 0.1 | -8 | 3 | 0 | -8 | -5 | -3
OCCN(CCO)c1ncnc2c1sc1nc(N3CCOCC3)c3c(c12)CCCC3 | 3 | 0.3 | -3 | 16 | -4 | 16 | 5 | 0
Cc1cc(F)ccc1NS(=O)(=O)c1c(C)nc2scc(C)n2c1=O | -3 | 0.6 | 3 | -2 | 6 | -5 | -6 | 3
Cc1occc1-c1nnc(SCC(=O)Nc2ccc3c(c2)OCO3)n1CC1CCCO1 (centres undefined) | 0 | 0.8 | -4 | -27 | 2 | -6 | -1 | 8
COc1ccc(OC)c(NC2=NC3(CCCCC3)N=C(N)N2)c1 | -3 | 0.3 | 2 | -5 | -6 | -10 | -2 | 2
Clc1cc2c(c(Cn3cnc4ccccc43)c1)OCOC2 | -2 | -1.3 | 0 | 8 | 2 | -10 | -3 | -15
CCOc1ccc(Nc2nc(Cc3nnc(SCC(N)=O)o3)cs2)cc1 | 0 | 2.6 | -11 | -6 | -2 | 4 | -4 | -11
CCC(=O)N1CCc2cc(S(=O)(=O)NCCC(=O)N3CCN(Cc4ccccc4)CC3)ccc21 | -2 | 0.6 | 0 | 4 | -5 | -4 | -2 | 8
O=C(CSc1nc(-c2ccc(Cl)cc2)cs1)Nc1cccc([N+](=O)[O-])c1 | 0 | 84* | 27* | -8 | -4 | 1 | -6 | 39
COc1ccc(Oc2c(OC)cc([N+](=O)[O-])c3ncccc23)cc1 | . | -0.6 | 0 | 8 | 1 | -38 | . | 8
CCCOc1ccc(C(=O)NNC(=O)CCNC(=O)c2ccccc2Cl)cc1OC | 5 | 0.5 | -1 | -15 | -10 | -9 | 2 | 15
C=CCn1c(N)c(C(=O)NCC2CCCO2)sc1=S (centres undefined) | 2 | -0.6 | 2 | -1 | 2 | 0 | 2 | -19

Rows are unselected; any-hit rate near 5.8%.
